MBD2 DNA inh: blocks human MBD2 binding to methylated DNA; TR-FRET, MBD2 binding to methylated oligonucleotide; AID 686964; Q9UBB5; actives 0.31% (n = 370,000); inhibition, % at 4.4 µM; in the data active = inhibition above about 13%
LEDGF integ inh: blocks HIV-1 LEDGF/p75-dependent DNA integration. TR-FRET IN-LEDGF/p75 DNA integration, Eu/Cy5. inhibition, % at 3.7 µM. actives 0.64% (n = 370,000);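 active = inhibition above the screen-wide mean plus 3 SD, cut at about 13% in these data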;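 also: signal is the Cy5 over europium emission ratio at 671 and 618 nm; 0% = plate median of compound wells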
NR1D1 modulator: Rev-erb alpha (human) modulation; actives 0.79% (n = 370,000); Rev-erbα–FITC-DNA binding, fluorescence polarization, 90 min; AID 1259318; P20393; activity, % at 10 µM;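 active = activity above about 14%, limit read from the data; passing the limit was not always enough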;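 also: 0% = DMSO wells with 35 nM protein and 100% = DMSO wells with 750 nM protein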
Target sequence (P20393 whole entry, looked up): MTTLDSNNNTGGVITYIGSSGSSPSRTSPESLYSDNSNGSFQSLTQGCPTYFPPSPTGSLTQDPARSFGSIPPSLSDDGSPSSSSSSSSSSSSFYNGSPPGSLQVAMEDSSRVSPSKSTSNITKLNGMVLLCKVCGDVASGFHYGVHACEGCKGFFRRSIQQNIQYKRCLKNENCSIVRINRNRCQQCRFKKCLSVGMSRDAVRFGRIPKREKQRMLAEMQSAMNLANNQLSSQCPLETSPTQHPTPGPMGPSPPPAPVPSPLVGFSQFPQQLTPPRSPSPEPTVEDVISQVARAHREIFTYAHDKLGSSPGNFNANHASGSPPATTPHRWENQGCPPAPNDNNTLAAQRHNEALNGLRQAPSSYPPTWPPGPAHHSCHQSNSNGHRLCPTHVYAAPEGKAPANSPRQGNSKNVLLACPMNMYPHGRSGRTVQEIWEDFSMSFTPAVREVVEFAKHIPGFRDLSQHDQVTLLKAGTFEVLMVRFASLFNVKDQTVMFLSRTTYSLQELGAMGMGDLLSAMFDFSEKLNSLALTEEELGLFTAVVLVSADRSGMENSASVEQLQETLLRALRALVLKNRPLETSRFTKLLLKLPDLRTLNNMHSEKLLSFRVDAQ
TCR CD3 inh: human TCR-CD3 binding inhibition; TAMRA-labeled TCR probe fluorescence, biochemical; inhibition, % at 9.4 µM; actives 0.37% (n = 360,000); in the data active = inhibition above about 19%;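 also: recombinant mutant TCR 2C K166C tagged with TAMRA read by polarization; 0% = receptor in buffer alone and 100% = receptor with positive control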
rCAG binder: r(CAG) repeat RNA binding; inhibition, % at 3 µM; actives 1.3% (n = 370,000); TO-PRO-1 dye displacement fluorescence;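 active = inhibition above the plate cutoff, the mean of all test compounds on that plate plus 3 SD, cut at about 35% in these data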;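 also: 0% = DMSO alone and 100% = 100 µM mitoxantrone as full dye displacement; higher means more dye released from RNA so lower well fluorescence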
HTRA1 inhibitor: blocks human HTRA1 serine peptidase | Q92743 | recombinant HTRA1, FP-rhodamine activity-based probe, fluorescence polarization | inhibition, % at 5.96 µM | actives 0.5% (n = 340,000); in the data active = inhibition above about 36%;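 also: 0% = enzyme with DMSO and 100% = wells lacking enzyme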
PG9 Ab binder: small molecules binding HIV-1 gp120 antibody PG9; TR-FRET gp120-PG9 antibody binding; inhibition, % at 6.7 µM; actives 0.43% (n = 360,000); AID 624416; in the data active = inhibition above about 8.5%
ABHD4 inh: ABHD4 (mouse) inhibition, primary FP screen. Q8VD66. purified mABHD4, FP-Rh probe fluorescence polarization. inhibition, % at 8.92 µM. actives 0.54% (n = 370,000). AID 720543;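 active = inhibition exceeding the mean over every tested compound plus 3 SD, cut at about 30% in these data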;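 also: 0% = plate median of compound wells and 100% = S159A mutant with DMSO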
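Assay system: Wild-type mouse ABHD4 protein | Medium: HEPES pH 7.0 buffer, 150 mM NaCl, 0.01% Pluronic F-127 | Incubation: Enzyme–compound pre-incubation 45 min, then probe 60 min, both 25 °C | Technique: Fluorescence polarization with parallel and perpendicular emission, 525/598 nm | Evaluation: % inhibition of FP-Rh probe binding versus controls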
UHRF1 MBD2 ctr: blocks human UHRF1 binding to methylated DNA; AID 687016; UHRF1 binding to methylated oligo, TR-FRET; actives 0.75% (n = 370,000); inhibition, % at 4.4 µM; in the data active = inhibition above about 21%;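 also: UHRF1 SRA domain binding a hemimethylated CpG hairpin DNA probe; 0% = median of test compound wells and 100% = reference inhibitor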
PRMT1 inh: PRMT1 (human) inhibition, primary screen; inhibition, % at 2.79 µM; Q99873; AID 652257; actives 1.3% (n = 370,000); recombinant PRMT1, activity-based probe fluorescence polarization;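 active = inhibition above about 21% made by adding two undisclosed values, limit read from the data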
Target sequence (Q99873 whole entry, looked up): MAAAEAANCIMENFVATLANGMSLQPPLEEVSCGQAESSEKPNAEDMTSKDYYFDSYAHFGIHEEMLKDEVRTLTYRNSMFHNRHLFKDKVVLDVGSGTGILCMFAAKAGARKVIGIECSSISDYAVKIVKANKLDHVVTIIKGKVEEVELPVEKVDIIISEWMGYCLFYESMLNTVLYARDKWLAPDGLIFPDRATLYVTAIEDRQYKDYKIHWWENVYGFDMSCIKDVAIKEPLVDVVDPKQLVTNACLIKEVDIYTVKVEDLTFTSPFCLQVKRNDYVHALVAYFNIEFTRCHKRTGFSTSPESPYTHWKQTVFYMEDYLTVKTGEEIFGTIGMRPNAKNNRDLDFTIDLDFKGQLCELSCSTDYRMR
* hit, by the source's call; . = no result given; & = joins results of further samples. The list is partial. The share of hits here may be higher or lower than overall.

SMILES	MBD2 DNA inh	LEDGF integ inh	NR1D1 modulator	TCR CD3 inh	rCAG binder	HTRA1 inhibitor	PG9 Ab binder	ABHD4 inh	UHRF1 MBD2 ctr	PRMT1 inh
COc1ccccc1Cc1c(C(C)(C)C)nc2c3ccccc3ccn12	6	2	-7	-4	5	.	-1.8	2	23*	1
Cc1nc(SCc2cccc(Oc3ccccc3)c2)n[nH]1	-4	-1	2	4	0	-6	1.2	-10	1	-2
COc1ccc(C2C(C(=O)OCC3CCCO3)=C(C)NC3=C2C(=O)CC(c2ccco2)C3)cc1O (stereo not given)	3	1	4	6	4	-11	-2.7	15	-2	2
Cc1ccc(C(=O)Nc2ccccc2C(N)=O)o1	-2	0	-1	2	-1	4	1.8	6	1	-2
O=[N+]([O-])c1cc(-c2ccccc2)cc([N+](=O)[O-])c1O	-11	1	13	1	11	2	-1.1	-32	-9	4
Cc1cc(C(=O)NCC(=O)OCC(=O)N2CCCCCC2)ccc1[N+](=O)[O-]	-4	1	-2	9	-4	-1	-0.3	0	2	-3
O=C(Nc1cccc2ccccc12)C1CCN(C(=O)NCc2ccccc2)CC1	-5	-1	-4	6	2	-8	-1.5	-7	0	0
Cc1ccc(S(=O)(=O)N2CCN(C(=O)Cn3nc(C)c([N+](=O)[O-])c3C)CC2)cc1	-2	3	-1	5	0	-5	-0.9	-1	-4	-2
O=C(Cn1ncc2c([nH]c3ccccc32)c1=O)N1CCN(c2ccccc2F)CC1	2	-2	5	8	2	-4	1.1	5	0	0
Cc1cc(C)cc(NC(=O)COC(=O)Cn2cnc3c2c(=O)n(C)c(=O)n3C)c1	1	-1	3	1	0	10	0.9	-1	-1	0
COc1ccc(C)cc1NS(=O)(=O)c1ccc2c(c1)N(C)CCO2	2	-3	17	-7	-2	-1	-0.1	6	1	-1
CCOC(=O)c1c(-c2ccccc2)c(C(C)=O)c(=O)n(C)c1C	1	-1	8	-3	-1	-5	-1.3	5	-1	0
CC(C)(C)N(NC(=O)Nc1ccc(Cl)cc1)C(=O)c1ccccc1	-5	1	-1	5	1	-6	0.0	6	0	0
O=S(=O)(c1ccc(C(F)(F)F)cc1)N1CCN(CCOc2ccccc2)CC1	6	-2	-2	-5	-9	-4	2.2	-6	3	4
COc1ccc(-c2nc3ccccc3c(=O)n2CCOc2cccc(C)c2C)cc1	2	-2	-1	5	-1	-2	1.4	-4	-3	-5
CCOc1ccccc1C(=O)NC(C(=O)NCc1ccc(F)cc1)C(C)C (stereo not given)	-5	3	-5	3	-9	-4	0.6	-1	2	-4
CCOc1ccc(OCCN2C(=O)NC3(CCCc4ccccc43)C2=O)cc1 (stereo not given)	-2	-1	0	-2	-8	-2	1.0	5	9	-2
CCCC(=O)Nc1cc2c(cc1C(C)=O)OCCO2	-6	0	10	6	-4	10	0.5	-3	-1	-2
Cc1oc(C)c(C(=O)O)c1COc1ccc(C(=O)O)cc1	-4	1	2	3	2	-6	-0.6	2	1	1
O=C1CCC(C(=O)N2CCN(c3cnccn3)CC2)CN1CCc1cccc(F)c1 (stereo not given)	-2	0	-3	-11	-8	2	0.2	2	-3	2
COc1cccc(CNc2ccc([N+](=O)[O-])cc2Cl)c1O	1	3	-7	-1	5	-24	0.1	-8	-1	5
Cc1cc(C=C(C#N)C#N)c(C)n1-c1ccccc1	-3	0	7	-3	0	0	5.6	3	0	3
O=C(C/C(=N/O)c1ccccc1O)C(F)F	6	0	0	-6	4	-1	-0.1	1	2	-1
O=C(c1ccccc1)c1ccc(OCCCCN2CCCCC2)cc1	-2	5	-3	-5	-3	2	-2.0	18	1	-4
COc1cc(C)ccc1S(=O)(=O)NC(=O)C1(C)CCN1C(=O)Cc1ccccc1Cl (stereo not given)	2	3	-2	4	5	.	0.1	4	1	1

Reprinted from the part before: 2 entries, then new ones.
SMILES	MBD2 DNA inh	LEDGF integ inh	NR1D1 modulator	TCR CD3 inh	rCAG binder	HTRA1 inhibitor	PG9 Ab binder	ABHD4 inh	UHRF1 MBD2 ctr	PRMT1 inh
O=C(c1ccccc1)c1ccc(OCCCCN2CCCCC2)cc1	-2	5	-3	-5	-3	2	-2.0	18	1	-4
COc1cc(C)ccc1S(=O)(=O)NC(=O)C1(C)CCN1C(=O)Cc1ccccc1Cl (stereo not given)	2	3	-2	4	5	.	0.1	4	1	1
CN1CCN(C(=O)C2CCCN(S(=O)(=O)c3ccc(Br)cc3)C2)CC1 (stereo not given)	-1	-1	-4	-2	-5	-1	-3.7	-5	0	1
COC(=O)c1cc(S(=O)(=O)N2CCCC2)c(Cl)cc1Cl	-1	61*	2	2	3	6	2.7	1	-4	-4
Nc1nc(COc2ccccc2)cs1	5	2	-2	1	-1	1	-2.8	2	-2	-1
CCNc1nc2[nH]c(=O)c3c(c2s1)OC(N)=C(C#N)C3c1ccc(C)cc1 (stereo not given)	-2	-1	-2	6	53*	6	-3.5	11	-6	3
Cc1cccc(-n2c(CNC(=O)Cc3ccccc3)n[nH]c2=S)c1	0	1	4	-3	-2	-3	-1.5	0	-1	-3
CC1CCN(C(=O)CNC(=O)CNS(=O)(=O)c2ccccc2)CC1	2	3	1	0	-2	-9	-1.8	1	-1	-3
CNc1nn(-c2cccc(Cl)c2)nc1N	2	-10	1	-15	5	-6	21*	-37	6	10
COc1ccc(C(=O)OCC(=O)NC2CCCC2)c(OC)c1	-2	-2	-1	14	-1	5	0.0	-5	2	-5
COCCN1CCn2c(nc3cc(NC(=O)Cn4nc(C)c5ccccc5c4=O)ccc32)C1	9	-1	-30	-4	7	5	2.7	0	5	5
COc1ccc(NC(=S)NCCc2ccc(S(N)(=O)=O)cc2)c(OC)c1	1	-1	-4	3	2	5	-1.5	-3	-1	3
COc1ccc(-c2csc(C(O)c3ccc(F)cc3)n2)cc1OC (stereo not given)	2	-4	-3	-8	2	.	1.1	-6	4	3
CCN(c1ccccc1C)S(=O)(=O)c1nnc(NC(=O)c2ccco2)s1	4	2	-4	2	41*	-12	-0.8	-7	-1	-2
CC1(C)CC2CC(C)(CN2C(=O)COC(=O)c2ccc(Cl)cc2N)C1 (stereo not given)	1	2	17	4	2	-8	1.8	12	-1	0
CC1Oc2ccccc2C=C1/C=N/NC(=O)c1ccccc1O (stereo not given)	-8	5	-1	-4	7	-5	-3.9	-8	-2	-1
CC(=O)N/N=C\c1cccc(OC/C=C/c2ccccc2)c1	-7	0	5	7	2	-26	-2.1	-13	0	-7
COC(=O)C1CCN(Cc2c(C(=O)N3C[C@@H](C)O[C@@H](C)C3)nc3ccc(Cl)cn23)CC1	0	-1	6	-1	-6	2	-0.3	8	0	2
COc1ccccc1C(=O)NC(C)c1ccc(-n2ccnc2)cc1 (stereo not given)	3	5	-4	5	-4	2	-1.9	19	-2	-2
COC(=O)C1=C(C)NC(C)=C(C(=O)OC)C1C(=O)OCC(=O)N1c2ccccc2CC1C (stereo not given)	0&-1	-3&-1	5&-5	2&8	-1&-3	-5&1	-0.7&-0.6	8&-4	0&1	0&-3
Cc1cc(C)c2c(n1)SCC(=O)N2CC(=O)Nc1ccc(Br)c(C)c1	0	6	6	2	5	-14	-0.1	-8	1	-5
COc1ccc(OCC(=O)NC(=S)Nc2ccccc2F)cc1	-6	2	-1	1	3	-4	-1.1	-6	-5	4
O=[N+]([O-])c1ccc(/C=[N+](\[O-])[C@@H]2CCCC[C@@H]2/[N+]([O-])=C/c2ccc([N+](=O)[O-])o2)o1	-3	19*	-4	5	8	-1	-0.2	21	-1	11
Cc1[nH]nc(N)c1-c1ccccc1	-2	-2	-3	8	3	-4	-0.6	-6	7	1
CCOc1ccc2c(c1)/C(=C(\C(Cl)=C(Cl)Cl)[N+](=O)[O-])N2	-6	0	7	1	-23	2	-1.0	1	-6	15
O=C1CC(N2CCCN(C3CC(=O)N(c4ccc(F)cc4)C3=O)CC2)C(=O)N1c1ccc(F)cc1 (stereo not given)	7	5	-1	2	3	-4	-3.2	-3	-2	78*
COc1ccc(OC)c2c1sc(=NC(=O)C1CCCCC1)n2C	4	-8	44*	-8	1	4	1.2	2	4	3

Ordered by the number under PRMT1 inh (largest number first): 4 of the compounds above
| SMILES | PRMT1 inh |
| --- | --- |
| COCCN1CCn2c(nc3cc(NC(=O)Cn4nc(C)c5ccccc5c4=O)ccc32)C1 | 5 |
| COc1ccc(NC(=S)NCCc2ccc(S(N)(=O)=O)cc2)c(OC)c1 | 3 |
| CN1CCN(C(=O)C2CCCN(S(=O)(=O)c3ccc(Br)cc3)C2)CC1 (stereo not given) | 1 |
| COc1ccc(C)cc1NS(=O)(=O)c1ccc2c(c1)N(C)CCO2 | -1 |

(cont.)
SMILES	MBD2 DNA inh	LEDGF integ inh	NR1D1 modulator	TCR CD3 inh	rCAG binder	HTRA1 inhibitor	PG9 Ab binder	ABHD4 inh	UHRF1 MBD2 ctr	PRMT1 inh
Cc1ccccc1N(CC(=O)N/N=C/c1cc(Br)c(C)o1)S(C)(=O)=O	-5	1	-3	2	5	-4	-0.5	1	-3	0
CCOC(=O)c1c(NC(=O)COC(=O)c2ccccn2)sc(C)c1C	2	-3	4	-1	5	-6	1.7	7	0	-1
COc1ccc(/C=C2\NC(=S)N(CC3CCCO3)C2=O)c(OC)c1C (stereo not given)	-4	-3	4	5	-2	-9	-4.3	-13	-1	-1
Clc1ccc(-c2[nH]ncc2N=Nc2ccccc2)cc1	-4	-1	4	1	18	-23	-0.7	-29	-1	-7
C=CCn1c(=O)/c(=C/c2ccc(Cl)cc2)s/c1=C(/C#N)c1nnc2n1CCCCC2	9	-4	1	1	0	-1	-1.0	-13	12	0
CC(C)(C)N(Cc1ccccc1)C(=O)c1ccc(Cl)cc1[N+](=O)[O-]	4	2	-4	-4	-4	-9	1.3	-4	0	1
Cc1ccc(CC(=O)Nc2cccc(C(=O)Nc3c(C)n(C)n(-c4ccccc4)c3=O)c2)cc1C	11	0	-5	-5	4	-5	1.5	1	18	0
CO[C@@H]1[C@H](O)CC[C@]2(O)CN(c3ccc(F)cc3)[C@](C)([C@H](O)CC=C(C)C)[C@@H]12	-2	2	4	2	5	.	-1.4	6	0	-1
CCCCNC(=O)c1cc(-c2ccccc2)sc1N	-8	7	6	-2	16	.	-1.2	5	-3	11
CC1OC(Nc2ccc(N=Nc3ccccc3)cc2)C(O)C(O)C1O (stereo not given)	-7	-5	6	3	-3	6	-3.5	6	-3	-1
CN(CC(=O)Nc1ccccc1Br)CC(=O)Nc1ccccc1-c1ccccc1	-3	-1	-2	-2	4	-8	-0.1	1	-1	-2
O=C(NC1CCCC1)C(=O)N(Cc1cccnc1)C(C(=O)NC1CCCC1)c1ccco1 (stereo not given)	0	-1	2	-2	-3	5	-0.4	1	-1	5
CCOc1ccc(C2=C(C=C(C#N)C#N)C(c3ccccc3)c3ccccc3O2)cc1 (stereo not given)	1	-4	5	-6	5	-14	1.4	-17	6	0
COC(=O)C1=CN(c2ccc(F)cc2)C=C(C(=O)OC)C1c1cccc(Br)c1	-2	0	7	8	6	-2	-2.2	-9	0	-3
CCOC(=O)c1[nH]c(CSc2nnnn2-c2ccccc2C)c(C(=O)OCC)c1C	-3	-1	-5	-6	-4	-12	-2.4	1	-1	1
CCc1ccc(-c2cn3nc(C)c(C)nc3n2)cc1	-7	-3	3	5	-2	4	1.9	-2	-4	1
CCOC(=O)N1CCN(c2nc(N(c3ccccc3)c3ccccc3)nc(-n3ccnc3)n2)CC1	0	1	5	0	-2	.	-0.1	-3	0	0
CC(Sc1ncc(C(F)(F)F)cc1Cl)C(=O)NCC1CCCO1 (stereo not given)	2	4	3	1	-7	2	-1.3	6	0	-5
O=C1COc2ccc(C(=O)COC(=O)c3cnc(Cl)c(Cl)c3)cc2N1	-4	0	0	2	1	-5	-0.2	-4	-1	1

Compound activity: PubChem BioAssay, several laboratories
